Anesthetic bind: qHTS Assay for Identification of Novel General Anesthetics; Potency, µM (series often up to 77.5 µM), for inactives: at the top dose activity change, negative = displacement, actives largely listed as inhibitors; Ferritin light chain (Equus caballus), P02791; AID 485281, 2010; actives 0.074% (n = 350,000); apoferritin/1-aminoanthracene competitive binding, fluorescence; note: potency is the fitted concentration of half-maximal effect; % is set by controls: 0 for no effect and ±100 for the full control effect; nearly all actives have a fitted effect of over 20% in size
Target sequence (P02791 2-175 limits assumed): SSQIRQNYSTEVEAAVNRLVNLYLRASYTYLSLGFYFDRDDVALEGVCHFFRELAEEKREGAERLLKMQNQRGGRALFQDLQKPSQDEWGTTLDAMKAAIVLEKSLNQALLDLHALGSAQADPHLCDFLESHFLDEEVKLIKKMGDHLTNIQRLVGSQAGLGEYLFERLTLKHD
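Apoferritin-based anesthetic binding model; compound displacement of fluorescent 1-AMA measured as endpoint fluorescence after 10 minutes at room temperature, scaled to free-ligand and complex controls.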
RXFP1 antagonist: qHTS Assay for Antagonists of the Relaxin Receptor RXFP1; HEK293-RXFP1, relaxin-stimulated cAMP HTRF, 30 min; hits give low values; AID 1259400, 2018; actives 0.59% (n = 350,000); activity change, negative = inhibition, % at 57.5 µM;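 active = activity change of -60% or lower, but not beyond a set lower limit; inconclusive = change between -60% and -40%, or beyond the set limit; inactive = change above -40%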; note: % is set by controls: 0 for no effect and ±100 for the full control effect
Pol eta inh: qHTS for Inhibitors of Polymerase Eta; recombinant Pol eta, fluorescent DNA replication assay; DNA polymerase eta (Homo sapiens), Q9Y253; Potency, µM (titrated, usually from 114 µM), for inactives: at the top dose activity change, negative = inhibition, usual class: inhibitors; actives 1.2% (n = 390,000); note: potency is the fitted concentration of half-maximal effect; % is set by controls: 0 for no effect and ±100 for the full control effect
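Pol eta at 10 nM preincubated with compounds 15 min at room temperature; reaction started with fluorescent substrate (50 nM final) and read kinetically at 0 and 10 min.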
POLI inh: qHTS for Inhibitors of Polymerase Iota | DNA polymerase iota (Homo sapiens), Q9UNA4 | Pol iota fluorescent replication assay, 10 min | actives 1% (n = 390,000) | Potency, µM (top dose mostly 115 µM), without a hit: top-dose activity, negative = inhibition, actives largely listed as inhibitors; note: potency is the fitted concentration of half-maximal effect
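Pol iota at 10 nM preincubated 15 min with compounds at room temperature; reaction started with fluorescent substrate, 50 nM final. Fluorescence read kinetically at 0 and 10 min; buffer-only wells as negative control.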
BLM inh: qHTS Assay for Inhibitors of Bloom's syndrome helicase (BLM); RecQ-like DNA helicase BLM (Homo sapiens), P54132; recombinant BLM DNA unwinding, fluorescence dequenching; Potency, µM (series often up to 56.1 µM), inactives show at the top dose activity change, negative = inhibition, usual class: inhibitors; actives 0.2% (n = 350,000);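 note: potency is the fitted concentration of half-maximal effect; plate controls were vehicle for no effect and no enzyme for full effect; nearly all actives have a fitted effect of over 35% in size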
Pol beta inh: qHTS Assay for Inhibitors of DNA Polymerase Beta | P06746 | Pol beta primer extension/strand displacement, fluorescence kinetic | Potency, µM (top dose mostly 114 µM), inactives show at the highest dose activity change, negative = inhibition, hits mostly inhibitors | actives 1.3% (n = 340,000); note: potency is the fitted concentration of half-maximal effect; % is set by controls: 0 for no effect and ±100 for the full control effect
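10 nM enzyme + cpd, 15 min RT; start with substrate 50 nM final; read 0 min and after 10 min RT. Corrected, normalized data; 4-parameter Hill curve fit.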
APEX1 inh: qHTS Assay for Inhibitors of the Human Apurinic/apyrimidinic Endonuclease 1 (APE1). recombinant APE1, TAMRA/BHQ-2 abasic DNA cleavage fluorescence. actives 0.35% (n = 350,000). AID 2517, 2012. DNA repair nuclease/redox regulator APEX1 (Homo sapiens), P27695. Potency, µM (top dose mostly 65.8 µM), without a hit: at the top dose activity change, negative = inhibition, actives largely listed as inhibitors;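 note: potency is the fitted concentration of half-maximal effect; plate controls were vehicle for no effect and reference inhibitor for full effect; nearly all actives have a fitted effect of over 55% in size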
Target sequence (P27695 whole entry, looked up): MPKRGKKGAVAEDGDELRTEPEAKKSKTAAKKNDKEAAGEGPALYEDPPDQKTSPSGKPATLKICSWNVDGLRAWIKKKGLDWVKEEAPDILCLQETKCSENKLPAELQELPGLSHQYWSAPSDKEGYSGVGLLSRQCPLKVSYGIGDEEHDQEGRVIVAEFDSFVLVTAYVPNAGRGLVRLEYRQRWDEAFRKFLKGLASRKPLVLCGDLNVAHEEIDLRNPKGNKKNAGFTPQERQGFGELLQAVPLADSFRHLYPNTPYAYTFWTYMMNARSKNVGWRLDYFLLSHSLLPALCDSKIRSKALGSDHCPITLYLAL
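Readout is kinetic fluorescence (ex 525, em 598 nm) from cleavage of 50 nM TAMRA/BHQ-2 THF abasic duplex by 0.75 nM APE1, compound added 15 min beforehand at RT.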
Tb PGK inh: qHTS Assay to Find Inhibitors of Phosphoglycerate Kinase. Phosphoglycerate kinase, glycosomal (Trypanosoma brucei brucei), P07378. PGK/GAPDH coupled, Kinase-Glo luminescence, 60 min. Potency, µM (doses to about 57.5 µM), inactives show top-dose activity change, negative = inhibition, actives largely listed as inhibitors. actives 0.043% (n = 380,000); note: potency is the fitted concentration of half-maximal effect; % is set by controls: 0 for no effect and ±100 for the full control effect; nearly all actives have a fitted effect of over 60% in size
Target sequence (P07378 whole entry, looked up): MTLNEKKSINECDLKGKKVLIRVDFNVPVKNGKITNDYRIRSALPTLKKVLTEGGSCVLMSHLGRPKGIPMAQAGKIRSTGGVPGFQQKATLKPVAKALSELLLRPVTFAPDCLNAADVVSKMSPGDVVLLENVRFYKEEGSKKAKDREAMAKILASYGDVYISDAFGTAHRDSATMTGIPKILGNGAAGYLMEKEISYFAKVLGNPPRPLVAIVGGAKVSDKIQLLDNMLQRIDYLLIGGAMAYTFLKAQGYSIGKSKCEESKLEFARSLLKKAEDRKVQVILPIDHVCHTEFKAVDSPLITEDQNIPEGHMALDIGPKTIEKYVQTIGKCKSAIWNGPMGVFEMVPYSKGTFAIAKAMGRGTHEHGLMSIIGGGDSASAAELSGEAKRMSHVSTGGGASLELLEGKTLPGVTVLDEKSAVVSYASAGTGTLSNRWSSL
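Luminescent ATP detection (Kinase-Glo Plus) follows a 60-minute room-temperature incubation, with wells lacking PGK as controls. Buffer: 100 mM TEA (pH 7.6), 5 mM MgCl2, 0.01% Tween-20. Coupling enzyme GAPDH (100 nM final) supplies unstable 1,3-BPG in-well.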
POLK inh: qHTS for Inhibitors of Polymerase Kappa; Potency, µM (titrated, usually from 107 µM), for the others: top-dose activity, negative = inhibition, hits mostly inhibitors; AID 588579, 2011; purified Pol kappa, fluorescent DNA synthesis assay, 10 min; DNA polymerase kappa (Homo sapiens), Q9UBT6; actives 0.53% (n = 400,000); note: potency is the fitted concentration of half-maximal effect; % is set by controls: 0 for no effect and ±100 for the full control effect
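Fluorescent qHTS in 1536-well format: enzyme (10 nM) and compound sat 15 min at room temperature before 50 nM substrate (final) was added. Signal taken at 0 and 10 min; no-enzyme buffer wells were negative controls.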
* = called active by the depositor; i = inactive; ? = inconclusive; nt = no result given; & = joins results of further samples; [ ] = dose if it differs, or a comment. Unless noted, calls come from the whole dose curve; as a rule, active = well fitted curve in the direction sought with a large enough effect; inconclusive = small, poorly fitted or top-dose-only effect, or another doubt; inactive = no such curve, though single readings can be large; an effect the other way counts as inactive or inconclusive.

Molecule,Pol beta inh,POLI inh,BLM inh,Anesthetic bind,Tb PGK inh,RXFP1 antagonist,POLK inh,APEX1 inh,Pol eta inh
C(#Cc1ccccc1)C[N+]1(CC#Cc2ccccc2)CCCC1,47%,24%,4%,1%,-7%,nt,0%,-2%,1%
COc1ccc(N=C(N)N=C(N)N)c(OC)c1,58%,-3%,2%,7%,i,nt,4%,-3%,-17%
C=CCN(CCNP(=O)(OCC)OCC)CP(=O)(OCC)OCC,23%,9%,-2%,-5%,i,-6,1%,1%,-14%
CC(C)c1ccc(NC(=O)C2CCCN(S(=O)(=O)c3ccc(Br)s3)C2)cc1 (stereo not drawn),-27%,6%,-8%,-6%,-10%,0,-3%,nt,-18%
COc1cc(C(=O)N2C[C@H]3CC[C@H]2C3)ccc1OC1CCN(C(C)=O)CC1,30%,38%[activator],-3%,-3%,i,-10,-2%,7%,-15%
CC(C)C[C@@H](CO)N1CCN(Cc2cccc(C#N)c2)CCC1=O,-1%,30%&12%,-1%,-4%,-8%,nt,12%&3%,-11%,-12%
Cc1cccc(N2CCN(c3ccc(N4C(=O)CCCC4=O)cc3[N+](=O)[O-])CC2)c1C,8%,7%,0%,-9%,i,15,-1%,0%,-8%
O=C(NCCCN1CCOCC1)c1ccc(CNS(=O)(=O)c2ccc(Br)cc2)cc1,2%,0%,-1%,-12%,-7%,-1,-10%,14%,-15%
CC(=O)c1ccc(OCC(=O)NCCC2=CCCCC2)cc1,nt,10%,nt,nt,1%,-10,-14%,nt,-6%
Cc1cccc(NC(=S)N/N=C/c2cccn2Cc2ccc(F)cc2)c1,3%,85%[activator],-10%,0%,5%,-17,-13%,2%,-27%

The listing continues:
Molecule,Pol beta inh,POLI inh,BLM inh,Anesthetic bind,Tb PGK inh,RXFP1 antagonist,POLK inh,APEX1 inh,Pol eta inh
Cc1ccc(S(=O)(=O)Nc2ccc(-c3nc4ccc(C)cc4s3)cc2)cc1,9%,-26%,-7%,0%,i,nt,-30%,-3%,-17%
O=C1CSC(=S)N1/N=C/c1ccc2c(c1)OCCO2,-7%,?,-1%,-5%,-10%,-32,-4%,9%,-7%
Cc1ccc(NC(=O)CNC(=O)c2cccc(C)c2)nc1,nt,4%,nt,nt,-9%,21,-3%,52%[activator],5%
Cc1ccc(CNC(=O)C2CCN(S(=O)(=O)c3cccs3)CC2)o1,3%,-10%,0%,-8%,3%,18,-18%,17%,-14%
O=C1NC(=O)C2(COC(c3cccc([N+](=O)[O-])c3)OC2)S1 (stereo not drawn),-21%,55%[activator],0%,-4%,1%,?,3%,-5%,-25%
CCOc1cc2nc(-c3ccc(OC)c(OC)c3)nc(N3CCOCC3)c2cc1OC,-29%,9%,7%,-22%,-8%,2,1%,0%,?
Cc1ccc2c(C)c(C(=O)N3CCC(N4CCC(C(=O)NC5CC5)CC4)CC3)oc2c1,-20%,24%,1%,0%,7%,6,-9%,2%,-2%
CCOC(=O)c1c(C)c(C(=O)N2CCN(c3ccccc3)CC2)c(C)n1C,13%,40%,-8%,-2%,-3%,-7,-6%,4%,-10%
N#CC1(NC(=O)CSc2nc3ccccc3o2)CCCCC1,nt,63%[activator],nt,nt,-7%,-3,-6%,30%,4%
CCCCCn1c(=O)[nH]c2cc(C(=O)NCc3ccccc3)ccc2c1=O,-11%,18%,-1%,-4%,0%,nt,-17%,nt,-1%

The list continues:
Molecule,Pol beta inh,POLI inh,BLM inh,Anesthetic bind,Tb PGK inh,RXFP1 antagonist,POLK inh,APEX1 inh,Pol eta inh
CC(=O)NC(Cc1cccc(F)c1)C(=O)NC1CCN(C(=O)Nc2ccc(C)cc2)CC1 (stereo not drawn),55%,93%[activator],-2%,8%,3%,-14,-22%,1%,3%
COc1ccc(N(CC(=O)N2CCN(c3ccc(F)cc3)CC2)S(=O)(=O)c2c(C)nn(C)c2C)cc1,6%,37%[activator],-2%,-8%,-2%,nt,-22%,nt,-24%
COC(=O)c1ccc(-c2nc(-c3ccc(Br)o3)no2)cc1,3%,12%,-1%,-1%,i,nt,2%,1%,-7%
O=C(Nc1ccc2c(c1)OCCO2)C1CCN(c2cnccn2)CC1,0%,0%,-3%,-9%,-10%,-3,2%,4%,5%
O=C(O)CC1(CC(=O)Nc2ccc3c(c2)OCCCO3)CCCCC1,1%,83%[activator],1%,2%,7%,-7,-7%,5%,-5%
N[C@@H](Cc1cnc[nH]1)C(=O)O,23%[57.1 µM],3%[58.9 µM],nt,nt,nt,nt,-15%[60.1 µM],1%,-4%[57.1 µM]
O=S(=O)(NCc1ccccc1)c1ccc(S(=O)(=O)NCC2CCCO2)cc1 (stereo not drawn),1%,-1%,-1%,-5%,-8%,10,-5%,4%,-11%
CCOP(=O)(OCC)c1nc(-c2ccc(Br)cc2)oc1N1CCCCC1,38%,5%,-5%,-4%,nt,-33,-6%,27%,-11%
O=C1CNC(=S)N1C1CCCCCC1,13%,35%[activator],-2%,5%,1%,7,3%,23%,-9%
Cc1c(NC(=O)Nc2cccc(C(F)(F)F)c2)c(=O)n(-c2ccccc2)n1C,-23%,25%,-2%,-7%,-9%,-4,-4%,50%[activator],1%

(cont.)
Molecule,Pol beta inh,POLI inh,BLM inh,Anesthetic bind,Tb PGK inh,RXFP1 antagonist,POLK inh,APEX1 inh,Pol eta inh
O=C(CN1C(=O)c2ccccc2C1=O)NN1C(=O)c2ccccc2C1=O,3%,?,-10%,-6%,-18%,7,-30%,12%,1%
N#CCc1ccc(OC(=O)Nc2ccccc2)cc1,5%,48%[activator],-2%,-7%,-5%,-4,5%,19%,-19%
CC(C)(C)NC(=O)C(c1ccccc1)N(Cc1ccco1)C(=O)c1csnn1 (stereo not drawn),3%,17%,-1%,-11%,10%,12,-1%,2%,-14%
COc1ccc2oc(C(=O)N3CCN(S(=O)(=O)c4ccc(F)cc4)CC3)c(C)c2c1,nt,13%,nt,nt,2%,6,-19%,0%,-15%
COc1cccc(CNCc2cc(OC)cc(OC)c2)c1,18%,-2%,1%,-3%,-3%,6,-1%,18%,-12%
CC(=O)OCC(=O)Nc1ccc(Br)c(C)c1,10%,117%[activator],-1%,?,0%,8,-11%,-6%,1%
Cc1cc(OCC(=O)N(Cc2ccc(N(C)C)cc2)C2CCS(=O)(=O)C2)cc(C)c1Cl (stereo not drawn),?,13%,-8%,-17%,-4%,-24,-2%,nt,-20%
COc1cc2c(cc1OC)CN(C(=O)C1CCCN(C(=O)c3ccc(Cl)cc3)C1)CC2 (stereo not drawn),nt,10%,nt,nt,-3%,0,-12%,-3%,-6%
COc1cc(NC(=O)N2CCC3(CC2)Nc2ccccc2-n2cccc23)cc(OC)c1OC,1%,5%,-10%,63%[activator],i,-26,-13%[60.1 µM],nt,-9%
Cc1ccccc1Nc1ncnc(N)n1,-8%,84%[activator],-2%,-3%,i,-17,1%,-3%,-14%

Three entries picked at random from those above, as already listed:
Molecule,Pol beta inh,POLI inh,BLM inh,Anesthetic bind,Tb PGK inh,RXFP1 antagonist,POLK inh,APEX1 inh,Pol eta inh
N#CC1(NC(=O)CSc2nc3ccccc3o2)CCCCC1,nt,63%[activator],nt,nt,-7%,-3,-6%,30%,4%
O=C1CNC(=S)N1C1CCCCCC1,13%,35%[activator],-2%,5%,1%,7,3%,23%,-9%
COc1ccc(N=C(N)N=C(N)N)c(OC)c1,58%,-3%,2%,7%,i,nt,4%,-3%,-17%

The results go on:
Molecule,Pol beta inh,POLI inh,BLM inh,Anesthetic bind,Tb PGK inh,RXFP1 antagonist,POLK inh,APEX1 inh,Pol eta inh
COc1cccc(OCC(O)CNC(=O)c2oc3c(C)c(C)ccc3c2C)c1 (stereo not drawn),-18%,90%[activator],-9%,?,8%,-23,-4%,25%,-9%
COc1ccc(S(=O)(=O)N2CCCCC2)cc1NC(=O)CSc1nccn1C,2%,79%[activator],1%,-18%,i,1,-3%,0%,-5%
COc1ccc(-c2cc(CCCC(=O)NCc3ccccn3)no2)cc1,0%,26%,3%,-11%,-5%,-2,-3%,-3%,-20%
C=CS(=O)(=O)N(Cc1ccccc1Br)[C@H](CO)Cc1ccccc1,nt,2%&-17%,nt,nt,-13%,nt,-2%&-23%,nt,-13%
COc1ccc(-c2sc3ccccc3c2/C=C/c2ccncc2)cc1,nt,-6%,nt,nt,9%,nt,-5%,12%,-17%
CCOc1ccc(CCNC(=O)c2ccc3c(c2)NC(=O)C2CCCN32)cc1OCC (stereo not drawn),-11%,nt,-8%,?,nt,nt,nt,1%,nt
CCc1ccc(CNc2ccc(N3CCN(C(C)=O)CC3)cc2)cc1,8%,18%,-6%,-5%,-7%,-9,-21%,-6%,4%
COc1ccc(OC)c2sc(N3CCc4ccccc4C3)nc12,-29%,117%[activator],-13%,-19%,-3%,-8,-7%,-4%,-24%
COc1ccc(/C=N/NC(=O)c2cccc(C(=O)N/N=C/c3ccc(OC)c(OC)c3)n2)cc1OC,-11%,-10%,1%,81%[activator],0%,8,-13%,23%,-7%
c1ccc(-c2csc3nnc(SCc4ccc5c(c4)OCCO5)n23)cc1,3%,16%,-6%,-3%,15%,-14,-2%,-5%,-3%
Brc1ccc(-c2nnc(SCCC3OCCCO3)o2)cc1,2%,4%,-2%,-18%,0%,-4,-7%,-5%,-11%

Bioassay records (PubChem BioAssay)

Not all compounds are listed; count on the stated rates, not on these rows.
